Screening data: PubChem, Broad Institute
RAD54 branch: blocks human RAD54 Holliday junction branch migration | Q92698 | FAM/BHQ fluorescence | 360,000 compounds, 0.14% hits | inhibition, % at 10.4 µM | AID 602329;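 active = mean normalized replicate activity at least 40 and at least half of replicates scoring 40 or more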;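 also: 0% = median of neutral control wells and 100% = median of positive control wells; inhibitors cause a drop in the FAM fluorescence signal; in these data hits start at about 50%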
PglD inh: blocks C. jejuni PglD acetyltransferase activity; purified PglD enzyme, DTNB colorimetric CoA detection; inhibition, % at 12.5 µM; 360,000 compounds, 0.098% hits; AID 602405; in the data active = inhibition above about 16%, passing the limit was not always enough; also: strong numbers were not always called active
esBAF inh: SWI/SNF esBAF complex inhibition; mouse ES cells, Bmi1-luciferase knock-in reporter, 24 h; 100% = twice the neutral-well signal; 350,000 compounds, 2% hits; reporter increase, % at 12.5 µM; in the data active = activation above about 40%;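 also: 0% = median of the plate's neutral control wells and 100% = double that signal; a rise in the Bmi1 reporter signal indicates esBAF inhibition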
ERp5 block: ERp5 (human) disulfide isomerase inhibition; 350,000 compounds, 0.05% hits; Q15084; ERp5 insulin aggregation, absorbance 650 nm, 90 min; inhibition, % at 9.99 µM;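 active = mean replicate inhibition above about 25%, with every replicate also reaching it, limit read from the data, passing the limit was not always enough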
CASP6 VEID inh: inhibitors of human caspase-6. 350,000 compounds, 0.53% hits. inhibition, % at 12.5 µM. purified caspase-6, Z-VEID-R110 cleavage fluorescence;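 active = mean inhibition across replicates at least about 35%, with every replicate also reaching that limit, limit read from the data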;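 also: 0% = median of neutral control wells and 100% = no fluorescence left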
ARNT-TACC3 inh: ARNT/TACC3 interaction disruption; AlphaScreen His-ARNT PAS-B/GST-TACC3 binding, luminescence; TACC3 fragment carries E629A point mutation; inhibition, % at 9.99 µM; AID 623870; 390,000 compounds, 0.66% hits; Q9Y6A5;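 active = mean inhibition of replicates at least 50% and at least half of replicates each reaching 50%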;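 also: 0% = complete ARNT plus TACC3 wells and 100% = ARNT alone without TACC3; many hits fall short of the cut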
E-selectin induc: induces E-selectin expression in human endothelial cells | P16581 | HUVEC E-selectin immunofluorescence imaging; normalized: neutral wells 0, TNF-alpha wells 100 | activation, % at 7.58 µM | 260,000 compounds, 0.37% hits;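 active = mean E-selectin-positive cell signal at least 10% of the positive control, reached in at least 60% of replicates, without over 20% cell loss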;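 also: in these data hits start at about 27%; measured in HUVEC primary endothelial cells; signal is the percent of cells scored E-selectin positive by PE staining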
Target sequence (P16581 whole entry, looked up): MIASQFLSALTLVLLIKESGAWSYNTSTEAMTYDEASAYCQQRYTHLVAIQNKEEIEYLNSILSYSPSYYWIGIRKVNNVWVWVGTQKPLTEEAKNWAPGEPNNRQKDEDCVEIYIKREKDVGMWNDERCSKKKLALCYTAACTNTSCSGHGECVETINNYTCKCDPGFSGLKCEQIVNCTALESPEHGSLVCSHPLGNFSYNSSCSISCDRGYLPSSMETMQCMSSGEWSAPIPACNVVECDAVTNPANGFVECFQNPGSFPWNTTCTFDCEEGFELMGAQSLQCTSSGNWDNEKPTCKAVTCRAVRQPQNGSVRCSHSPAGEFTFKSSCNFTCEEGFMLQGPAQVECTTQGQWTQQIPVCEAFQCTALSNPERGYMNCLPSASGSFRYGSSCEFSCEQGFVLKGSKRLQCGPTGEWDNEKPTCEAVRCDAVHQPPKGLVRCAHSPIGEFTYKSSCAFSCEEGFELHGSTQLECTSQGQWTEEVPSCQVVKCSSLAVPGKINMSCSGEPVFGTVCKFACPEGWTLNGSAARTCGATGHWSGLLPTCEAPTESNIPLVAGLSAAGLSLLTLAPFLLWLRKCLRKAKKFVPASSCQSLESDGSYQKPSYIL
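Test system: HUVEC | Signal: Immunofluorescence imaging | Read-out: Percent E-selectin-positive cells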
RAD52 anneal inh: RAD52 (human) annealing inhibition; P43351; recombinant RAD52 DNA annealing, FRET fluorescence; inhibition, % at 18.7 µM; 360,000 compounds, 0.46% hits;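 active = every replicate showing at least 50% inhibition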
Target sequence (P43351 whole entry, looked up): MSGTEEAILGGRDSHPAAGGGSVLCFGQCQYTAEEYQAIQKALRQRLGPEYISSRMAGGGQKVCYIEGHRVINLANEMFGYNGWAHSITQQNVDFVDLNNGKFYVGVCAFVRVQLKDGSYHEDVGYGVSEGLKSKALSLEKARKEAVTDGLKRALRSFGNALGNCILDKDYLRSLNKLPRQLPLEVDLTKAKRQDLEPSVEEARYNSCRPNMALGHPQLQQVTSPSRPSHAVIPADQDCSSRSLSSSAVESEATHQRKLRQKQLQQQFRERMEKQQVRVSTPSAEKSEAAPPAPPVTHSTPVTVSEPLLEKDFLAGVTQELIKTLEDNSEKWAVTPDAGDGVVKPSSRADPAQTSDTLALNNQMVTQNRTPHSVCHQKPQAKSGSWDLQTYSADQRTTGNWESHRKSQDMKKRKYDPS
* marks the source's active call; other numbers are inactive results; . = not tested or not shown.

SMILES,PglD inh,E-selectin induc,ERp5 block,ARNT-TACC3 inh,CASP6 VEID inh,RAD52 anneal inh,esBAF inh,RAD54 branch
N#C[C@@H]1[C@H](c2ccccc2-c2ccccc2F)[C@@H](CO)N1C(=O)C1CC1,.,0.1,0,.,1,8,.,.
O=C(CC(C(=O)O)c1ccc(Cl)cc1)c1ccc(Br)cc1 (stereo not given),2,0.0,2,1,4,-15,-4,-11
CCCNC(=O)[C@@H]1[C@@H](CO)[C@@H]2Cn3c(ccc(C4=CCCC4)c3=O)[C@@H]2N1CCC,-8,1.0,-4,4,-1,-21,-4,-5
CCCCCCn1c(=O)n2n(c1=O)C[C@]1(OC(=O)NCc3ccccc3)CN(S(=O)(=O)c3ccc(C)cc3)C[C@]1(O)C2,-3,.,-1,.,-3,7,7,-1
COc1cc(CCC(=O)NCC2CCCO2)cc(OC)c1OC (stereo not given),8,0.6,3,-2,-7,-11,.,-22
CCOC(=O)C1=CCN(S(=O)(=O)c2ccccc2F)C1c1cccc(F)c1 (stereo not given),3,0.8,9,.,4,5,-3,-2
COc1ccccc1-c1nc(C#N)c(N2CCc3ccccc3C2)o1,-3,.,5,37,4,-16,9,-7
C#CCOCCOCCOCCNc1nc(N2CCN(C(=O)Cn3cc(CCCCN)nn3)CC2)nc(N2CCN(C(=O)[C@H](CCCCN)n3cc(CCCC)nn3)CC2)n1,0,-0.3,-7,32*,-59,20,4,-4
O=C(NCc1ccc2c(c1)OCO2)c1ccc(S(=O)(=O)N2CCOCC2)cc1,.,.,-3,-3,1,-8,.,.
O=C(Cc1ccsc1-c1ccccc1)NO,9,.,.,-4,.,.,-16,-12
Cc1ccc(S(=O)(=O)C=CS(=O)(=O)c2ccc(C)cc2)cc1,2,.,31*,.,-1,-3,-8,5
O=C(CN1C(=O)c2ccccc2S1(=O)=O)c1ccc2c(c1)OCCCO2,-2,0.1,0,2,-3,-31,.,12

Next section.
SMILES,PglD inh,E-selectin induc,ERp5 block,ARNT-TACC3 inh,CASP6 VEID inh,RAD52 anneal inh,esBAF inh,RAD54 branch
C/C(=N\Nc1nccnc1Cl)c1ccc(O)c(C)c1,-3,0.0,5,-8,21,1,7,4
COc1ccc(S(=O)(=O)N(CCCN2CCCC2=O)Cc2cc3c(C)cc(C)cc3[nH]c2=O)cc1,3,.,.,10,.,.,35,-7
COc1ccc(NC(=O)CN(c2ccc(C)cc2)S(=O)(=O)c2c(C)nn(C)c2C)cc1OC,-1,.,.,-8,.,.,15,2
CCN(C(=O)Cn1c(=O)oc2cc(S(=O)(=O)N3CCOCC3)ccc21)c1ccccc1,.,0.6,2,-7,1,-12,.,.
O=C(COc1cc2oc(=O)cc(-c3ccccc3)c2cc1Cl)NC(Cc1c[nH]c2ccc(O)cc12)C(=O)O (stereo not given),2,.,1,5,18,-4,-8,-8
C[C@H]1CN([C@@H](C)CO)C(=O)c2cc(-c3ccc(F)cc3)cnc2O[C@@H]1CN(C)C(=O)c1ccccn1,-2,0.7,3,-1,-3,7,0,-1
Nc1c(Cl)ncnc1N/N=C/c1cccc(O)c1,.,.,9,23,6,-10,9,.
O=C1NCC(=O)N2[C@@H]1C[C@@H](C(=O)NCc1ccc(F)cc1)[C@H]2c1ccc(O)cc1,0,.,-4,.,-1,11,.,-15
O=[N+]([O-])c1cccnc1Oc1ccc(F)cc1,4,-0.1,3,-3,-1,-14,-10,-6
Cc1cccc(CCN2C(Nc3ccccc3)=NC[C@@H]2CC(C)C)c1,0,0.2,13,-16,0,-5,-8,5
COc1ccc(NC(=O)Nc2cccc3c2O[C@@H](CN(C)Cc2ccc(Oc4ccccc4)cc2)[C@@H](C)CN([C@H](C)CO)C3=O)cc1,-1,.,2,11,1,-1,2,8
O=C(c1cnc(Cc2c[nH]c3ccccc23)c(I)c1)N1CCOCC1,-2,-1.6,-1,.,-1,-15,1,-7

The list goes on:
SMILES,PglD inh,E-selectin induc,ERp5 block,ARNT-TACC3 inh,CASP6 VEID inh,RAD52 anneal inh,esBAF inh,RAD54 branch
Cn1c([N+](=O)[O-])cnc1N1CCN(c2nncs2)C1=O,-3,-0.1,0,-8,-2,-1,-2,-4
CC1C[C@@]2(NC(=O)NC2=O)C(C)CN1C (stereo not given in full),5,.,.,-3,.,.,-3,4
Cc1cccc(-c2ccc([C@H]3[C@H]4CN(Cc5cncnc5)CCCCN4[C@H]3CO)cc2)c1,-1,0.3,0,9,0,12,2,5
CC1=CCC(C(=O)O)C(C(=O)NC2CCCCC2)C1 (stereo not given),4,0.3,-3,.,41*,3,4,-3
COc1ccccc1C(=O)N1C[C@H]2[C@@H](c3ccccc31)[C@H](CO)N2C(=O)C1CC1,1,-0.1,-1,-4,2,-1,-4,-5
COc1ccc(OC)c(NC(=O)CSc2nnc(CNC(=O)c3cc(OC)c(OC)c(OC)c3)o2)c1,8,.,2,-2,8,-13,-5,-12
CC(C)C(=O)N1CCC2(CC1)Oc1ccc(Cl)cc1C(=O)C21CC(c2ccc(Cl)cc2)=NO1 (stereo not given),-7,0.4,-4,2,-1,-32,-3,-5
O=C(CCCN1C(=O)c2cccc3cccc(c23)C1=O)N1CCN(Cc2ccc3c(c2)OCO3)CC1,2,.,.,-11,.,.,-7,9
C[C@@H]1CN([C@H](C)CO)C(=O)c2cc(NS(=O)(=O)c3ccccc3)ccc2O[C@H]1CN(C)Cc1ccncc1,0,-3.4,4,-6,-1,0,4,10
O=[N+]([O-])c1ccc(-c2ccc(/C=N/O)o2)cc1,-11,0.4,-8,.,-1,-7,.,2
CC(C)CC#Cc1ccc2c(c1)O[C@@H](CN(C)C(=O)CC1CC1)[C@H](C)CN([C@@H](C)CO)S2(=O)=O,0,0.7,5,-8,2,19,5,-10
CNC[C@H]1OCCCC[C@@H](C)Oc2ccc(NC(=O)Nc3ccc4c(c3)OCO4)cc2C(=O)N([C@@H](C)CO)C[C@@H]1C,2,-0.1,0,36,4,-140,-5,-6

Sorted by length of the SMILES (smallest number first): three of the compounds above.
SMILES,PglD inh,E-selectin induc,ERp5 block,ARNT-TACC3 inh,CASP6 VEID inh,RAD52 anneal inh,esBAF inh,RAD54 branch
COc1ccccc1C(=O)N1C[C@H]2[C@@H](c3ccccc31)[C@H](CO)N2C(=O)C1CC1,1,-0.1,-1,-4,2,-1,-4,-5
C[C@@H]1CN([C@H](C)CO)C(=O)c2cc(NS(=O)(=O)c3ccccc3)ccc2O[C@H]1CN(C)Cc1ccncc1,0,-3.4,4,-6,-1,0,4,10
CNC[C@H]1OCCCC[C@@H](C)Oc2ccc(NC(=O)Nc3ccc4c(c3)OCO4)cc2C(=O)N([C@@H](C)CO)C[C@@H]1C,2,-0.1,0,36,4,-140,-5,-6

New compounds follow.
SMILES,PglD inh,E-selectin induc,ERp5 block,ARNT-TACC3 inh,CASP6 VEID inh,RAD52 anneal inh,esBAF inh,RAD54 branch
Cc1cccc(-n2c(Cc3cc(=O)[nH]c(=O)[nH]3)nnc2SCC(=O)N2CCCCC2)c1,-1,-0.2,2,-16,1,-17,-1,-12
Cc1ccc([C@H]2C(C(=O)O)=CC[C@@H](c3ccc(Cl)c(Cl)c3)N2S(=O)(=O)c2ccc(C)cc2)cc1,0,-1.7,3,0,18,-9,-2,9
CC(=C/c1ccco1)/C=N/NC(=O)Cc1cccn1C,.,-0.2,5,28,20,-16,.,.
COc1ccc([C@H]2N[C@]3(CCCN(Cc4cccn4C)C3=O)[C@H]3C(=O)N(Cc4ccccc4)C(=O)[C@@H]23)cc1,-7,0.1,5,.,5,-40,3,-4
CN(C)CC(=O)N1[C@H](CO)[C@@H](c2ccccc2)C12CN(CC1CCOCC1)C2,.,-0.1,-3,.,-1,-6,.,.
Cc1ccc(N2CCN(C(=O)c3ccccc3NC(=O)c3ccccc3C(=O)O)CC2)cc1,.,.,-1,-20,7,7,.,.
C[C@H](CO)N1C[C@H](C)[C@H](CN(C)C(=O)Nc2ccc(C(F)(F)F)cc2)Oc2c(NS(C)(=O)=O)cccc2C1=O,-1,.,-1,-11,1,6,-5,2
COc1ccc(CN(C)C[C@H]2OCCCC[C@@H](C)Oc3ccc(NC(=O)Nc4ccc(C(F)(F)F)cc4)cc3C(=O)N([C@H](C)CO)C[C@H]2C)cc1,-2,.,3,17,-2,32,1,-9
COCC#Cc1ccc2c(c1)O[C@@H](CN(C)C(=O)C1CCOCC1)[C@H](C)CN([C@@H](C)CO)S2(=O)=O,2,0.4,12,-7,-2,2,4,1
COc1ccccc1CN1C[C@@H]2N[C@H](C1)C2c1ccc(-c2ccc(C(=O)N(C)C)cc2)cc1 (stereo not given in full),.,0.1,-1,.,3,-2,.,.
CC(C)CCNC(=O)COc1ccc2c(c1)C(=O)CC(C)(C)O2,2,.,.,2,.,.,17,-14
COc1ccc(CNC(=O)CCS(=O)(=O)c2cccc3nonc23)cc1,-4,.,.,31,.,.,-7,8

Next compounds:
SMILES,PglD inh,E-selectin induc,ERp5 block,ARNT-TACC3 inh,CASP6 VEID inh,RAD52 anneal inh,esBAF inh,RAD54 branch
COc1ccc(N(CC(=O)NCc2ccco2)C(=O)CNS(=O)(=O)c2ccc(Cl)cc2)cc1,2,.,4,-7,2,-27,-3,-11
O=C(C[C@H]1CC[C@@H]2[C@H](COC[C@H](O)CN2C(=O)Nc2ccc(Cl)cc2)O1)N1CCCCC1,-1,-0.1,-2,-4,2,-8,33,2
Cc1cc(C)c2nc(NC(=O)C3CC(=O)N(Cc4ccco4)C3)sc2c1 (stereo not given),0,5.3,3,35,1,-13,-5,2
COc1ccc(N(CC(=O)NC2CCCCC2)S(=O)(=O)c2c(C)[nH]c(=O)[nH]c2=O)cc1,1,-0.4,-4,-1,2,-9,9,-10
CCn1cc(CN2CCC(C(=O)Nc3ccc(Oc4ccccc4F)cc3)CC2)c(C)n1,5,0.5,-3,-11,-9,-27,-7,5
Cn1c(SCC(=O)Nc2ccccc2-c2ccccc2)nnc1-c1ccco1,5,.,-2,0,2,-41,2,2
CCCOc1ccc(S(=O)(=O)Nc2ccccn2)c2ccccc12,3,.,2,21,-2,0,0,0
O=C(Cc1nnc(NC(=O)Nc2ccccc2)s1)NCc1ccccc1,.,.,3,4,-1,-6,.,.
C[C@H](CO)N1C[C@H](C)[C@@H](CN(C)Cc2ccc(-c3ccccc3)cc2)Oc2ccc(NC(=O)CCCN(C)C)cc2C1=O,-1,-0.4,0,12,3,25,0,11
CN(c1ccccc1)c1ccc(/C=C(/CCC(=O)O)c2nc3ccccc3s2)cc1[N+](=O)[O-],.,0.7,-4,7,25,-7,.,.
Brc1ccc(C2Nc3cccc4cccc(c34)N2)o1,-3,.,.,3,.,.,-10,-5
O=C(C[C@@H]1CC[C@H]2[C@@H](COC[C@@H](O)CN2Cc2nccs2)O1)NCc1ccc(Oc2ccccc2)cc1,0,0.0,.,-9,.,.,2,-12

More entries.
SMILES,PglD inh,E-selectin induc,ERp5 block,ARNT-TACC3 inh,CASP6 VEID inh,RAD52 anneal inh,esBAF inh,RAD54 branch
S=C(Nc1ccccc1Cl)N(Cc1ccccc1)Cc1ccccn1,.,.,10,-3,1,-2,.,.
Cc1nn(CC(=O)Nc2ccc3c(c2)CCC3)c(C)c1[N+](=O)[O-],7,.,-7,-3,-1,-11,-5,-5
O=C(CC1C(=O)NCCN1C(=O)c1ccc(Cl)cc1)Nc1ccc(F)cc1 (stereo not given),2,21,4,9,0,-11,.,-3
COc1cccc([C@@H]2CC=C(C(=O)O)CN2S(=O)(=O)c2ccc(C)cc2)c1,-3,-0.1,0,0,1,-40,-3,-7
COc1cccc(OC)c1C(=O)NCc1ccco1,0,0.1,2,.,1,2,-11,1
O=C(CCN1CCCCC1)NCC[C@H]1CC[C@@H](NC(=O)C2CC2)[C@H](CO)O1,5,-0.9,-5,-4,-5,-6,2,4
O=c1[nH][nH]cc1C=NCc1cccnc1,-3,.,2,5,0,-6,-3,-4
O=C(O)[C@H]1[C@H](CO)[C@H]2Cn3c(ccc(-c4cncnc4)c3=O)[C@H]2N1C(=O)C1CCCCC1,-2,0.1,4,6,1,-18,2,-3
CCC(=O)Nc1cccc(-c2nc3ncccc3o2)c1C,-8,0.2,4,3,-2,-6,0,5
CC1C(=O)CC(c2ccccc2)NC1c1ccccc1 (stereo not given),0,.,.,0,.,.,-2,-8
CCCc1[nH]nc2c1C1(CCOC1C)C(C#N)=C(N)O2 (stereo not given),3,.,.,2,.,.,-7,-12
